Screening data: PubChem, several laboratories
MT1-MMP act inh: inhibitors of human MT1-MMP activation; P50281; HT1080 RFP-PRO-GFP cells, GFP/RFP ratio fluorescence, overnight; percent of plate control window, DMSO zero; GFP/RFP ratio change, % at 20 µM; 360,000 tested, 0.061% active; AID 651647;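 active means GFP/RFP ratio change of at least 30% with cell ATP level not reduced by more than half and red fluorescence within 50% of control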; further: strong numbers were not always called active
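Material: RFP-PRO-GFP reporter HT1080 cells. Dosing: single-point 20 µM compound, 1% DMSO. Controls: DMSO and RFP-L50D-GFP cell wells. Timing: cells overnight before dosing, compound overnight, 37 °C, 5% CO2. Measure: GFP/RFP fluorescence ratio.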
CSN deneddyl inh: inhibitors of human CSN-mediated cullin deneddylation | Q92905 | Purified CSN, SCF-Nedd8-OG deneddylation, fluorescence polarization | inhibition, % at 12.5 µM | 360,000 tested, 0.38% active | AID 651999;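 active means pattern-corrected inhibition above about 35%, with an unprinted fluorescence ratio check between 0.5 and 1.5, limit read from the data, passing the limit was not always enough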;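 further: 0% = enzyme with substrate and 100% = substrate without enzyme; some results filed as inactive read as strong as hits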
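Schedule: reaction 90 min, room temperature / Assay system: HEK293T-derived human Csn5 enzyme / Input: Csn5 at 0.24 nM final / Measure: inhibition of Csn5 cleavage, % / Control set: substrate-only high control, full reaction low control / Technique: fluorescence polarization of the substrate / Buffer or medium: Tris/NaCl/DTT buffer, pH 7.5 / Reagent: SCFSkp2-Nedd8OG substrate at 10 nM final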
MsrA inh: inhibits bovine methionine sulfoxide reductase A; purified bovine MsrA, absorbance read-out; inhibition, % at 15.5 µM; 360,000 tested, 0.75% active; in the data active means inhibition above about 4.5%;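 further: 0% = vehicle wells with enzyme and 100% = reference inhibitor wells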
Rpn11 inh: blocks the human proteasome subunit Rpn11 | human 26S proteasome, Ub4-pepOG fluorescence polarization; 20S core pre-blocked with epoxomicin | 360,000 tested, 0.59% active | calls only at 20 µM;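 active means inhibition at 20 µM, scaled to each plate's controls, above about 33%, limit read from the data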
bovine MsrA act: activators of bovine methionine sulfoxide reductase A | AID 602163 | purified bovine MsrA, absorbance read-out | activation, % at 10.6 µM | 360,000 tested, 0.3% active; in the data active means activation above about 7.5%;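 further: 0% = vehicle and 100% = reference activator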
PABP1 MLLE inh: inhibitors of microRNA-mediated deadenylation, human PABP1 MLLE binding; GST-MLLE / FITC-PAM2 fluorescence polarization; AID 588489; 360,000 tested, 0.36% active; inhibition, % at 20 µM; in the data active means inhibition above about 35%, passing the limit was not always enough;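 further: plate controls were DMSO wells with GST-MLLE for no effect and wells lacking GST-MLLE protein for full effect; some results filed as inactive read as strong as hits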
Rin1-Abl PPI inh: blocks binding of human Rin1 to Abl | inhibition, % at 7.35 µM | AID 588664 | 360,000 tested, 0.4% active | P00519+Q13671 | TR-FRET Rin1/Abl binding, biochemical; in the data active means inhibition above about 5%, passing the limit was not always enough
Target sequence (P00519 whole entry, looked up): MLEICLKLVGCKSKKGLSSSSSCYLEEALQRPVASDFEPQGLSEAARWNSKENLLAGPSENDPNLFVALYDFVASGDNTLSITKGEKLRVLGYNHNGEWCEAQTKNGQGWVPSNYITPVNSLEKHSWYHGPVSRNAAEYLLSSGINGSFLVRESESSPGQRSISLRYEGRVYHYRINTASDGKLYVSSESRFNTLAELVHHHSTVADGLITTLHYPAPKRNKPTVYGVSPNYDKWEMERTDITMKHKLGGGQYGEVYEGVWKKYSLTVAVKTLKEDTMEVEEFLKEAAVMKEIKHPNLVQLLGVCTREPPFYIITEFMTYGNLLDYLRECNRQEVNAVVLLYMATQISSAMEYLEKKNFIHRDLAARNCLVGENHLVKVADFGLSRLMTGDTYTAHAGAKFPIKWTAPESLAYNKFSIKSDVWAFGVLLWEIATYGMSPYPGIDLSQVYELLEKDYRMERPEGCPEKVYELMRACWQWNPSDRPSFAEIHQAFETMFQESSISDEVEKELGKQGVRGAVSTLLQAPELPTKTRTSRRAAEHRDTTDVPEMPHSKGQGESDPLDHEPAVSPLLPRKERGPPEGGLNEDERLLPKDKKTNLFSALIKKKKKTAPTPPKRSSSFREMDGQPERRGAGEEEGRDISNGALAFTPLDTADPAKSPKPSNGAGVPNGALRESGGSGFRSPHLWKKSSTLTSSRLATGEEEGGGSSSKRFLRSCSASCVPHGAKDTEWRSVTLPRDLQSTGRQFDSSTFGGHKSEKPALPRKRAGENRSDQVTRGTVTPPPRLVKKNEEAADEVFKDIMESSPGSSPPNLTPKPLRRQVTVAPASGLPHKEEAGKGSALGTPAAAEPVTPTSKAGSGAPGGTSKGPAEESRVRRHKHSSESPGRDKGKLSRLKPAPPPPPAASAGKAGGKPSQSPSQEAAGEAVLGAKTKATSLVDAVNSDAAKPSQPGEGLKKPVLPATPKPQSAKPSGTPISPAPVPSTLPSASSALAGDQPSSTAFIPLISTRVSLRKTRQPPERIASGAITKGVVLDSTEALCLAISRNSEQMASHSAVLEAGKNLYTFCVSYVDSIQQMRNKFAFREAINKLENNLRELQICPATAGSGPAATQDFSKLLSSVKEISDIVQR
Target sequence (Q13671 whole entry, looked up): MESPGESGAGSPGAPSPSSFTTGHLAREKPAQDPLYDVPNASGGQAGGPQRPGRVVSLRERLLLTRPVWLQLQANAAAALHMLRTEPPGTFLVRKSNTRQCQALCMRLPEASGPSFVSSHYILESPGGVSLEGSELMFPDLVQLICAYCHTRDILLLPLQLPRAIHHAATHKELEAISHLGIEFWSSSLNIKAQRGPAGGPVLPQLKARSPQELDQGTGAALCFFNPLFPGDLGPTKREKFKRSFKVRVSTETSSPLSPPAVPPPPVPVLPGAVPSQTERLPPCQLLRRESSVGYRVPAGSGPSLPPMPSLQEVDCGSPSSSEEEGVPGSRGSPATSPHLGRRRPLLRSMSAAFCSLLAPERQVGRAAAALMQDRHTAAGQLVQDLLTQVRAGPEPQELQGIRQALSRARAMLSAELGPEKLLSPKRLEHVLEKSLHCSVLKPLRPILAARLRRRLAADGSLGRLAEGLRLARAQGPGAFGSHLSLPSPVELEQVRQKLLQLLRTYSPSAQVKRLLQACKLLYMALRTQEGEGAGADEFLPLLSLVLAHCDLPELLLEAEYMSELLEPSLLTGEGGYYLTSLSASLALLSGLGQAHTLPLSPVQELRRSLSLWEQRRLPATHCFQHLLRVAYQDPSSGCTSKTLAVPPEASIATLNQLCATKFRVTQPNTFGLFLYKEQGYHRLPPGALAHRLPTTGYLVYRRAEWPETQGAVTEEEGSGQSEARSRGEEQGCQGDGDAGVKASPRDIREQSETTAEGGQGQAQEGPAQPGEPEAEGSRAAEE
FAS-TE inh: inhibitors of human fatty acid synthase thioesterase domain; P49327; recombinant FAS-TE, OMFH fluorogenic substrate, fluorescence endpoint; inhibition, % at 15 µM; 360,000 tested, 0.67% active; AID 602261;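 active means compounds whose normalised, plate-corrected inhibition of enzyme fluorescence in the single-dose primary screen is 50% or more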;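 further: 0% = DMSO with enzyme and 100% = substrate without enzyme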
eLon inh: E. coli protease La inhibition. P0A9M0. inhibition, % at 7.94 µM. 360,000 tested, 0.42% active. purified E. coli Lon protease, fluorescence polarization. AID 602123; in the data active means inhibition above about 13%, passing the limit was not always enough;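 further: 0% = enzyme with probe and DMSO and 100% = no enzyme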
* = called active by the depositor; i = inactive; · = no result given; + = active, no number.

SMILES	MT1-MMP act inh	CSN deneddyl inh	MsrA inh	Rpn11 inh	bovine MsrA act	PABP1 MLLE inh	Rin1-Abl PPI inh	FAS-TE inh	eLon inh
CCOc1ccc(NC(=S)/C(=C(\[O-])c2ccc(C)c([N+](=O)[O-])c2)[n+]2ccccc2)cc1	-4	-4	·	i	-5	-19	-2	-4	3
COC(=O)c1ccc(COC(=O)CCc2nc(-c3ccccc3)c(-c3ccccc3)o2)cc1	8	6	-0.3	i	0	8	0	27	-7
COc1cccc(/C=C/C(=O)OCC(=O)Nc2nnc(-c3ccccc3)o2)c1OC	5	5	0.2	i	-3	4	4	-5	-1
Cc1onc(-c2ccccc2)c1C(=O)OCC(=O)Nc1cccc(Cl)c1	5	2	0.0	i	-1	9	2	41	-9
O=C1NC(=O)/C(=C/c2ccc(N3CCOCC3)o2)N1	-4	2	1.5	i	4	-46	0	-7	-2
O=C(CSc1nnc(COc2ccccc2Cl)o1)NC(=O)NC1CCCC1	1	8	0.0	i	-2	-16	3	-6	-6
C/C(=C\C(=O)Nc1nccs1)c1ccccc1	-2	-3	1.4	i	-8	0	0	-1	-4
Cc1nc2ccccc2n1CC(=O)NCCN1CCOCC1	1	1	0.9	i	-10	14	-3	-12	-8
COc1ccccc1NC(=O)c1ccc(S(=O)(=O)N2CCC(C)CC2)cc1	0	1	0.7	i	-7	-1	0	15	2
COc1cc(OC)cc(C(=O)NNC(=O)c2ccccc2Br)c1	2	-1	0.2	i	-4	16	-2	-10	-5
CCOC(=O)c1sc(N)c(C#N)c1CSc1nnc(C2CCCCC2)n1N	-3	5	1.1	i	0	-102	3	-6	-7
O=C(C(Sc1ccccc1)c1ccccc1)N1CCN(c2ccccc2F)CC1 (configuration not stated)	-7	3	-0.3	i	-8	21	1	13	1
Cc1nn(-c2ccccc2)c(C)c1C(=O)OCC(=O)N(C)c1ccccc1	-2	-4	0.3	i	-5	3	9.0*	-3	-5
COC/C=C/C1=CC2=CC(=O)C(C)(OC(=O)c3cnc4ccccc4n3)C(=O)C2=CN1Cc1ccco1 (configuration not stated)	4	-2	-0.3	i	1	16	-5	-2	5
Cc1ccc2c(CN3CCN(S(=O)(=O)c4ccccc4C(F)(F)F)CC3)cc(=O)oc2c1C	0	0	1.0	i	-9	11	0	36	-8
Cc1ccc(S(=O)(=O)N(C)C[C@H]2OCc3cnnn3CCCC(=O)N([C@@H](C)CO)C[C@H]2C)cc1	3	2	-2.1	i	3	-9	0	-11	-6
O=C1/C(=C/c2ccco2)CCc2ccccc21	-4	4	1.1	i	4	0	-1	1	-7
CCc1nnc(NS(=O)(=O)c2ccc(NCc3cc(Br)ccc3O)cc2)s1	0	-3	·	i	-8	-8	1	2	-18
Cn1cc(C=CC(=O)O)c2nccnc21	0	3	0.0	i	-5	8	3	-6	-2
COc1cc2c(-c3ccc(O)cc3)nc3c(c(C)nn3-c3ccccc3)c2cc1OC	-8	1	1.5	i	0	8	0	13	0
Clc1cccc(-c2cc3nc(NCCOc4ccccc4)ccn3n2)c1	2	4	0.7	i	-7	-22	1	4	3
C=CCc1cccc2cc(C(=O)NC(C)(C)C)c(=O)oc12	1	-4	0.6	i	-9	-2	3	-2	-3
Cc1cccc(CC2CC(=O)N(c3ccc(C)cc3Br)C2=O)c1 (configuration not stated)	-4	4	-1.2	i	-5	-2	2	7	0
CCCCc1cc(=O)oc2cc(O)cc(O)c12	-4	3	0.3	i	-3	7	2	0	6
Cc1ccc(N2CCN(S(=O)(=O)c3c(C)noc3C)CC2C)cc1 (configuration not stated)	1	-4	-0.5	i	-2	8	-2	10	-6

An excerpt of these results, with values under each structure.
The line under a structure holds: MT1-MMP act inh	CSN deneddyl inh	MsrA inh	Rpn11 inh	bovine MsrA act	PABP1 MLLE inh	Rin1-Abl PPI inh	FAS-TE inh	eLon inh
Cc1onc(-c2ccccc2)c1C(=O)OCC(=O)Nc1cccc(Cl)c1
  5	2	0.0	i	-1	9	2	41	-9
Cc1cccc(CC2CC(=O)N(c3ccc(C)cc3Br)C2=O)c1 (configuration not stated)
  -4	4	-1.2	i	-5	-2	2	7	0
CCOc1ccc(NC(=S)/C(=C(\[O-])c2ccc(C)c([N+](=O)[O-])c2)[n+]2ccccc2)cc1
  -4	-4	·	i	-5	-19	-2	-4	3

Following part:
SMILES	MT1-MMP act inh	CSN deneddyl inh	MsrA inh	Rpn11 inh	bovine MsrA act	PABP1 MLLE inh	Rin1-Abl PPI inh	FAS-TE inh	eLon inh
COC(=O)CCCC1=CC2=CC(=O)C(C)(OC(=O)CCc3ccccc3)C(=O)C2=CO1 (configuration not stated)	9	17	·	i	-4	-24	3	0	3
Cc1c(Cc2ccccc2)sc(NC(=O)Cc2ccccc2)c1C(N)=O	-2	3	0.9	i	-2	27	-5	-2	-6
CCCc1cc(=O)[nH]c(SCCOC(=O)c2ccccc2)n1	5	3	0.8	i	-1	9	4	-7	3
Cc1cc(NC(=O)C2C3C(=O)N(Cc4ccc(Cl)cc4)C(C(=O)NC4CCCCC4)C34C=CC2(C)O4)no1 (configuration not stated)	4	-2	-0.6	i	-9	-6	1	2	0
Cc1ccc(C(=O)Nc2sc(Cc3ccc4c(c3)OCO4)c(C)c2C(N)=O)cc1	-7	1	-0.9	i	0	-6	2	4	-10
O=C(CN1C(=O)CCSc2ccc(S(=O)(=O)N3CCOCC3)cc21)Nc1cccc(F)c1	-1	3	0.6	i	-3	-2	16*	0	-4
COC(=O)c1c(NC(=S)Nc2ccc(C(=O)N3CCOCC3)cc2)sc2c1CCC2	-6	-3	0.3	i	-11	36	-1	-8	12
Cc1oc2cc3oc(=O)c(CC(=O)O)c(C)c3cc2c1-c1ccccc1	-4	1	0.8	i	-2	-6	-3	2	13
COc1ccc(CC(NC(C)=O)C(=O)NC2CCN(S(=O)(=O)c3ccc(NC(C)=O)cc3)CC2)cc1OC (configuration not stated)	2	-7	-0.1	i	-7	6	4	-8	-3
CC(C)[C@H](NC(=O)OCc1ccccc1)C(=O)OCC(=O)N1CCN(c2ccc(F)cc2)CC1	5	2	-0.1	i	-14	-19	2	9	-4
CCN(CC)CCN1C(=O)c2ccccc2NC1c1ccc(C)cc1 (configuration not stated)	-7	0	1.4	i	-3	2	0	-6	-10
CCC(c1nnnn1-c1ccc2c(c1)OCCO2)N1CCN(c2cccc(C)c2C)CC1 (configuration not stated)	-3	-1	0.7	·	-4	·	·	26	-6
Cc1cccc(N2CCN(CC(=O)NCc3ccc(Cl)cc3)CC2)c1C	3	3	-0.7	i	-1	-9	2	23	-1
Cc1ccc(NC(=O)C2CC(=O)N(Cc3ccccc3)C2)nc1 (configuration not stated)	-2	-5	-0.6	i	-5	5	-1	-3	2
O=c1nc(/C=C/c2ccc(O)c(O)c2)oc2ccccc12	-11	1	·	i	-5	-5	-1	-7	0
COc1cccc(CNC(=O)CN2C(=O)COc3ccc(S(=O)(=O)N4CCCC4)cc32)c1	-2	1	0.0	i	1	-4	-1	0	0
Cc1c(Nc2scc(-c3ccccc3)[n+]2-c2ccccc2)c(=O)n(-c2ccccc2)n1C	-18	-3	·	i	-7	-2	-2	7	1
O=C(CCNC(=O)c1ccc([N+](=O)[O-])cc1)NCCCN1CCCC1=O	-1	2	1.0	i	-10	-5	-2	-2	10
CCOC(=O)N1CCN(CC(O)COC(CC)c2ccccc2)CC1 (configuration not stated)	1	2	-0.4	i	-3	4	-2	-7	4
O=C(O)CCCc1ccc2c(c1)CCc1ccccc1-2	-1	3	0.0	i	-2	7	1	-2	-12
O=C(O)c1cc2nc3c(c(C(F)(F)F)n2n1)CCCC3	0	6	1.2	i	-5	8	3	-4	-2
Cc1ccc(-c2nc(NC(=O)CSc3nnc4scc(-c5ccccc5)n34)ns2)cc1	-4	37*	0.2	+	0	6	-1	4	8
CC(=O)NNc1ncnc2c1cnn2-c1ccc(C)c(Cl)c1	2	-1	0.7	i	5	-13	0	-5	-2
CC1(C)CC(=O)c2sc(NS(=O)(=O)c3ccc([N+](=O)[O-])cc3)nc2C1	2	-3	6.3*	i	-2	6	-2	25	-6
O=C(/C=C/c1ccc(Cl)cc1Cl)Nc1ccncc1	0	5	-0.2	i	0	-22	-4	-2	-3

Among those listed so far, these have bromine.
SMILES	MT1-MMP act inh	CSN deneddyl inh	MsrA inh	Rpn11 inh	bovine MsrA act	PABP1 MLLE inh	Rin1-Abl PPI inh	FAS-TE inh	eLon inh
COc1cc(OC)cc(C(=O)NNC(=O)c2ccccc2Br)c1	2	-1	0.2	i	-4	16	-2	-10	-5
CCc1nnc(NS(=O)(=O)c2ccc(NCc3cc(Br)ccc3O)cc2)s1	0	-3	·	i	-8	-8	1	2	-18
Cc1cccc(CC2CC(=O)N(c3ccc(C)cc3Br)C2=O)c1 (configuration not stated)	-4	4	-1.2	i	-5	-2	2	7	0

Further records.
SMILES	MT1-MMP act inh	CSN deneddyl inh	MsrA inh	Rpn11 inh	bovine MsrA act	PABP1 MLLE inh	Rin1-Abl PPI inh	FAS-TE inh	eLon inh
Cc1ccc(NC(=O)CCNC(=O)c2ccc(Cl)cc2)nc1	-1	1	0.1	i	-9	-5	2	-3	-4
COc1ccc(CCNC(=O)CN(Cc2ccc(Cl)cc2)S(C)(=O)=O)cc1OC	3	-3	-0.1	i	-1	7	0	-3	-13
COc1cccc(/C=C/C(=O)OCC(=O)N2CCN(S(=O)(=O)c3ccc(Cl)cc3)CC2)c1	-6	-1	1.0	i	-2	-10	-2	14	5
O=C(N/N=C/c1ccc2ncccc2c1)c1ccco1	3	5	5.2*	i	-10	-4	-1	-7	-8
Cc1cc(C)c(-n2c(SCCS(=O)(=O)c3ccc(F)cc3)n[nH]c2=O)c(C)c1	6	2	1.3	i	-3	-11	3	-2	-4
O=C(NCCc1csc(-c2cccnc2)n1)c1cccc2ccccc12	1	-1	0.1	i	-4	0	-8	-7	-3
COC(=O)C1=C(C)N(Cc2ccccc2)C(=NCCN2CCOCC2)N[C@H]1CCc1ccccc1	-1	-3	-0.2	i	-2	-88	-3	-13	9
COc1ccc(-c2cc(C(F)F)n3ncc(C(=O)N4CCN(C(=O)c5ccco5)CC4)c3n2)cc1	2	8	3.1	i	-3	-3	-2	10	4
S=c1sc2c(N3CCN(Cc4ccccc4)CC3)ncnc2n1-c1ccccc1	-4	3	0.1	i	-3	-3	3	-41	5
CCn1c(O)c(/C=N/N=C/c2ccc(OC)cc2)c2cc(C3=NNC(=O)CC3)ccc21	-9	89*	-0.2	·	-2	-79	-3	-16	-23

Of the compounds above, 2 have an NH in an aromatic ring.
SMILES	MT1-MMP act inh	CSN deneddyl inh	MsrA inh	Rpn11 inh	bovine MsrA act	PABP1 MLLE inh	Rin1-Abl PPI inh	FAS-TE inh	eLon inh
CCCc1cc(=O)[nH]c(SCCOC(=O)c2ccccc2)n1	5	3	0.8	i	-1	9	4	-7	3
Cc1cc(C)c(-n2c(SCCS(=O)(=O)c3ccc(F)cc3)n[nH]c2=O)c(C)c1	6	2	1.3	i	-3	-11	3	-2	-4
